RAD54 inh: inhibitors of human RAD54 branch migration, primary screen, biochemical, fluorescence, single point | DNA repair and recombination protein RAD54-like (Homo sapiens), Q92698 | RAD54 Holliday junction branch migration, FAM/BHQ fluorescence | inhibition, % at 10.4 µM | 0.14% of 360,000 active;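 active = mean normalized replicate activity at least 40 and at least half of replicates scoring 40 or more; inconclusive = only one of the two criteria met; inactive = mean below 40 and under half of replicates reaching 40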;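 note: 0% = median of neutral control wells and 100% = median of positive control wells; inhibitors cause a drop in the FAM fluorescence signal; in these data hits start at about 50%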
Target sequence (Q92698 whole entry, looked up): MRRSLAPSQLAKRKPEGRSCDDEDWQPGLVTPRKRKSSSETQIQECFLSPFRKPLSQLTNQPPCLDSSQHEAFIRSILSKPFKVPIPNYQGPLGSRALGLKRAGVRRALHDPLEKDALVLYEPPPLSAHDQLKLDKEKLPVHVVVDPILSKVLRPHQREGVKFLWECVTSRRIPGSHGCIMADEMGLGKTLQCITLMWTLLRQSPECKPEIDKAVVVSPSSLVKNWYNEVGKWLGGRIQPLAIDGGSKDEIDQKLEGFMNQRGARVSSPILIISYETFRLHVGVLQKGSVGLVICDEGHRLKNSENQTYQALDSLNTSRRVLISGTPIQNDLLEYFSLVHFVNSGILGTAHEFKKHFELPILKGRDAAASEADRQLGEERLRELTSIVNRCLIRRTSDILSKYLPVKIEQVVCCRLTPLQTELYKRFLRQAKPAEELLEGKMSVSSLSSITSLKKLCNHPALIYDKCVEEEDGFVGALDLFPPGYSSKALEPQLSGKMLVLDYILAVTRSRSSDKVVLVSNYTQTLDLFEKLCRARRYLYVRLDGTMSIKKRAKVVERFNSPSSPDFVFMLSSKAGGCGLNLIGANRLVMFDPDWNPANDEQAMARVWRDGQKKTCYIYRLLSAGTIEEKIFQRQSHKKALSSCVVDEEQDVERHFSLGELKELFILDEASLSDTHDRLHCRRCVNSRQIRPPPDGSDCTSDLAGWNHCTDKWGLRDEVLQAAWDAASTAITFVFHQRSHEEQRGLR
Casp6 inh: human caspase-6 inhibitors, primary screen, biochemical, VEID-R110 fluorescence, single point, set 2 | 0.53% of 350,000 active | P55212 | purified caspase-6, Z-VEID-R110 cleavage fluorescence | inhibition, % at 12.5 µM;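 active = mean inhibition across replicates at least about 35%, with every replicate also reaching that limit, limit read from the data; inconclusive = only one of the two criteria met; inactive = neither criterion met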;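 note: 0% = median of neutral control wells and 100% = no fluorescence left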
Target sequence (P55212 24-179 limits assumed): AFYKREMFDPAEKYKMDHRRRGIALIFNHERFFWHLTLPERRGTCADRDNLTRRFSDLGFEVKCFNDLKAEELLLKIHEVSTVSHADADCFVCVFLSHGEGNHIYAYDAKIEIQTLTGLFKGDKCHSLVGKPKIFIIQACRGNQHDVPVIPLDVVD
Target sequence (P55212 194-293 limits assumed): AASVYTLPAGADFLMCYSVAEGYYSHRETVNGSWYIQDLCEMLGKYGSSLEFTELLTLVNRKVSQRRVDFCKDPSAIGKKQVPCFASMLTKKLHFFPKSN
CFTR F508del cor: F508del CFTR correction, initial screen, CFBE line, single point; CFBE cells, YFP halide quenching; stimulated with forskolin plus potentiator P3; % fluorescence drop versus neutral controls; 0.36% of 350,000 active; activity (quench increase), % at 7.58 µM;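 active = mean added fluorescence quench of at least 8% versus neutral control, with both replicates also reaching 8%; inconclusive = only one of the mean or replicate conditions met; inactive = mean below 8% and not both replicates reaching 8%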;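 note: cells transiently co-express mutant CFTR-F508del with the halide-sensitive YFP; corrector assay measuring rescue of mutant channel to the surface after 24 h compound exposure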
XiGFP reactiv: activators of inactive X chromosome reactivation, primary screen, imaging, XiGFP fibroblasts, GFP high-content imaging, set 2. 0.055% of 360,000 active. activation, % at 7.58 µM. AID 743238, 2013. XiGFP mouse fibroblasts, % GFP-positive cells imaging, 3 d; cells co-treated with 5-aza-dC sensitizer; scaled so ellipticine positive control = 100%;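 active = mean normalized replicate activation at least 10% and every replicate at or above 10%; inconclusive = only one of the two criteria met; inactive = mean below 10% and not all replicates reach 10%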;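 note: 0% = median of on-plate neutral control wells and 100% = ellipticine 6 µM median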
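Material: XiGFP fibroblasts, SV40-immortalized. Buffer or medium: DMEM plus 5-aza-dC sensitizer. Compound: single concentration per compound, delivered by pin transfer. Times: 3 days compound exposure. Controls: ellipticine 6 µM.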
E-selectin induc: E-selectin induction in HUVECs, primary screen, imaging, HUVEC, immunofluorescence imaging, single point. P16581. normalized: neutral wells 0, TNF-alpha wells 100. activation, % at 7.58 µM. 0.37% of 260,000 active. AID 686992, 2013;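 active = mean E-selectin-positive cell signal at least 10% of the positive control, reached in at least 60% of replicates, without over 20% cell loss; inconclusive = no rule given, readout overlaps actives, possibly toxicity-flagged; inactive = the rest, including those meeting only one limit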;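 note: in these data hits start at about 27%; measured in HUVEC primary endothelial cells; signal is the percent of cells scored E-selectin positive by PE staining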
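Read-out basis: % PE-positive cells; Test system: HUVEC primary endothelial cells; Technique: immunofluorescence imaging; Dosing: single-point compound dose.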
RAD52 inh: RAD52 DNA annealing inhibitors, primary screen, biochemical, FRET, single point, set 2 | DNA repair protein RAD52 homolog (Homo sapiens), P43351 | recombinant RAD52 DNA annealing, FRET fluorescence | inhibition, % at 18.7 µM | 0.46% of 360,000 active;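 active = every replicate showing at least 50% inhibition; inconclusive = mean inhibition at least 50% but not in every replicate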
DENV2 CPE rescue: inhibitors of DENV2 cytopathic effect, primary screen, cell-based, plate reader, single concentration | DENV2-infected cells, cytopathic effect rescue | CPE inhibition, % at 9.99 µM | 1.7% of 350,000 active | AID 651640, 2012; in the data active = CPE inhibition above about 20%, passing the limit was not always enough; inconclusive = no clear call, values can overlap the other calls; tested in BHK-21 cells;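 note: 0% = median of neutral control wells and 100% = median of positive control wells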
GSIS activator: GLuc luminescence reporter in INS-1E cells, primary screen for activators of glucose-dependent secretion of insulin; INS-1E GLuc reporter insulin secretion, 2-3 h; activation, % at 16.6 µM; 0.61% of 370,000 active; AID 743287, 2014;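 active = lowest replicate activation of at least 40%, so every replicate reaches that level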;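 note: 0% = median of neutral control wells and 100% = median of IBMX positive control wells; some compounds called inactive have numbers as strong as hits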
Numbers without * were called inactive; u = inconclusive; x = not tested or not shown.

nr | Structure | RAD54 inh | Casp6 inh | CFTR F508del cor | XiGFP reactiv
1 | O=C1OCCN1C(=O)[C@H]1[C@H](c2ccc([N+](=O)[O-])cc2)C(c2ccccc2)=NN1c1ccccc1 | 8.3 | -0.4 | -0.3 | -0.1
2 | C/C=C/C(=O)OCC(=O)Nc1ccc(C)c(S(=O)(=O)N(C)C)c1 | x | -1.0 | -2.9 | 0.0
3 | COc1cccc(NC(=O)CN(C)S(=O)(=O)/C=C/c2ccccc2)c1 | 1.2 | -0.3 | 2.2 | 0.5
4 | COc1cc(C(=O)O)c([N+](=O)[O-])c(OC)c1OC | 3.3 | 0.6 | 2.2 | 0.0
5 | C[C@H](O)C#Cc1cnc2c(c1)C(=O)N([C@H](C)CO)C[C@@H](C)[C@H](CN(C)CC1CCCCC1)O2 | 3.8 | 1.9 | -2.4 | -0.7
6 | C[C@@H]1CN([C@H](C)CO)C(=O)c2cc(NC(=O)C3CCCCC3)ccc2O[C@@H](C)CCCCO[C@@H]1CN(C)C(=O)Cc1ccccc1 | -2.7 | x | 2.2 | -0.1
7 | COc1cccc(N2C(=O)c3ccncc3C2=O)c1 | 5.9 | 3.9 | x | x
8 | Cc1cccn2c(=O)c(C=O)c(N3CCN(c4ccccc4)CC3)nc12 | x | 3.2 | -1.5 | 0.0

nr | E-selectin induc | RAD52 inh | DENV2 CPE rescue | GSIS activator
1 | 22.0 | -8.7 | 6.2 | -20.1
2 | x | -9.8 | 2.1 | 7.3
3 | 0.7 | -11.3 | -2.7 | -34.1
4 | 0.1 | -8.7 | -5.5 | x
5 | -0.2 | 1.8 | 14.2 | 9.8
6 | -0.1 | x | 1.7 | -17.3
7 | x | -15.4 | x | 8.4
8 | x | -25.7 | -7.8 | -0.5

Continuation.
nr | Structure | RAD54 inh | Casp6 inh | CFTR F508del cor | XiGFP reactiv
9 | COCCCNC(=O)/C(C#N)=C/c1ccc(OCC(=O)O)c(OC)c1 | 11.0 | 41.5* | x | -0.1
10 | COc1ccc(-c2ccc([C@H]3[C@H](CO)N4C(=O)CN(C(=O)Cc5ccccn5)C[C@@H]34)cc2)cc1 | x | x | -0.4 | 0.1
11 | Cc1noc(C(=O)NCc2ccccc2)c1Cl | -0.1 | -1.4 | -3.1 | 0.2
12 | O=C(O)CNC(=S)N(Cc1ccccc1F)C1CCCCC1 | x | -1.5 | -1.8 | 0.3
13 | CCC(C)(C(=O)NC1CCCCC1)N(C(=O)CC1NC(=O)NC1=O)c1c(C)n(C)n(-c2ccccc2)c1=O (stereo not drawn) | -2.6 | -2.0 | 0.4 | 0.1
14 | OCC[C@@H]1NCc2cc(CO)cc(-c3ccccc3)c21 | -3.3 | 3.0 | 1.6 | 0.6
15 | CCC(=O)Oc1ccc(NC(=O)c2ccc(S(=O)(=O)N3CCCC3)cc2)cc1 | 14.6 | 1.3 | 0.1 | 0.3
16 | CC(C)NC(=O)c1cc(-c2ccc3c(c2)OCO3)on1 | -4.1 | 3.9 | 1.3 | 0.0

nr | E-selectin induc | RAD52 inh | DENV2 CPE rescue | GSIS activator
9 | x | -4.0 | -5.5 | -3.1
10 | 0.0 | -6.3 | -6.8 | -0.9
11 | -0.2 | -32.5 | -0.2 | -8.4
12 | x | -11.1 | 7.9 | -5.9
13 | -0.3 | -5.6 | -2.8 | 10.5
14 | 0.0 | -14.6 | 1.4 | -8.1
15 | -0.1 | -21.6 | 8.7 | -22.6
16 | x | -3.5 | -0.5 | 9.7

Next structures.
nr | Structure | RAD54 inh | Casp6 inh | CFTR F508del cor | XiGFP reactiv
17 | CCN(C(=S)Nc1cccc2ccccc12)c1ccccc1 | -0.9 | -3.2 | 2.5 | 0.0
18 | S=c1[nH]nc(COc2ccccc2)n1/N=C/c1cccc(Cl)c1Cl | 5.5 | -1.0 | 0.6 | 0.1
19 | O=C(N/N=C/c1ccc(N2CCOCC2)cc1)c1ccncc1 | -29.2 | -2.3 | 4.3 | -0.1
20 | CCCn1c(C(C)Nc2nc(-c3ccc(C)cc3)cs2)nc2ccccc21 (stereo not drawn) | -0.2 | -1.4 | 1.2 | 0.1
21 | COC(=O)c1c(-c2ccc(SC)cc2)sc2ccc(OC)cc12 | -6.3 | -2.7 | 0.1 | 0.0
22 | C=CCn1c(SCC(=O)c2ccc(Br)cc2)nnc1C(C)NC(=O)Cc1ccc(OC)cc1 (stereo not drawn) | -8.8 | 1.0 | -0.7 | x
23 | COC(=O)[C@]12C[C@H](CC(=O)NCc3cccs3)C(=O)N(CCc3ccc(OC)c(OC)c3)C1=C[C@H](C(C)(C)C)O[C@@H]2C | x | -6.9 | 3.4 | 0.1
24 | O=C(CSc1ccc([N+](=O)[O-])cn1)Nc1cc(C(F)(F)F)ccc1N1CCOCC1 | -0.9 | -1.2 | 0.6 | -0.1

nr | E-selectin induc | RAD52 inh | DENV2 CPE rescue | GSIS activator
17 | 0.7 | -6.7 | u | 7.5
18 | 0.3 | -13.1 | u | -11.9
19 | x | -46.9 | 72.3* | -1.2
20 | 0.1 | -16.1 | x | 23.6
21 | 0.2 | -22.0 | 0.0 | 22.7
22 | x | -21.1 | 3.4 | 15.1
23 | -0.1 | -11.7 | -8.2 | x
24 | -0.1 | -39.0 | 16.8 | -43.5

More structures
nr | Structure | RAD54 inh | Casp6 inh | CFTR F508del cor | XiGFP reactiv
25 | O=C(Nc1ccccc1F)N1CC(=O)N2[C@H](CO)[C@H](c3ccc(C#Cc4ccc(F)cc4)cc3)[C@H]2C1 | x | -1.8 | 3.9 | 0.3
26 | CC(=O)N=Cc1c(C)c(C#N)c(=O)n(C)c1O | x | 31.0 | -1.2 | 0.1
27 | CNC(=O)C[C@@H]1CC[C@H]2[C@@H](COC[C@@H](O)CN2C(=O)c2ccccn2)O1 | 4.8 | -3.3 | 6.1 | 0.0
28 | Oc1[nH]c2ccccc2c1N=Nc1ccccn1 | x | -0.7 | -1.3 | 0.0
29 | O=C(CN1CCN(Cc2ccccc2F)C1=O)NCCN1CCOCC1 | 0.6 | -2.4 | 0.5 | 0.1
30 | O=C(O)C1CCCN(S(=O)(=O)c2cccc3cccnc23)C1 (stereo not drawn) | 8.1 | 1.8 | -3.7 | -0.1
31 | O=C(Nc1ccc(Cl)cc1)N1C[C@@H]2[C@H](c3ccccc31)[C@@H](CO)N2C(=O)c1cccnc1 | 0.1 | -0.7 | -0.4 | 0.2
32 | O=C(C[C@@H]1CC[C@@H]2NC[C@@H](O)COC[C@H]2O1)NCCc1ccncc1 | 12.7 | x | 0.4 | 0.3

nr | E-selectin induc | RAD52 inh | DENV2 CPE rescue | GSIS activator
25 | 0.1 | 6.7 | -5.5 | -6.8
26 | x | -74.1 | 8.4 | -1.6
27 | -0.1 | 13.2 | -4.6 | 3.8
28 | -0.3 | -14.2 | -4.1 | 0.2
29 | -0.1 | -42.3 | -3.4 | 9.9
30 | x | -7.9 | 11.6 | 3.3
31 | 0.2 | -11.3 | -4.3 | -23.1
32 | 0.1 | x | 19.7 | 0.3

Record cards, as listed above. Values in the order: RAD54 inh	Casp6 inh	CFTR F508del cor	XiGFP reactiv	E-selectin induc	RAD52 inh	DENV2 CPE rescue	GSIS activator
O=C(O)C1CCCN(S(=O)(=O)c2cccc3cccnc23)C1 (stereo not drawn) as listed: 8.1	1.8	-3.7	-0.1	x	-7.9	11.6	3.3
O=C(CN1CCN(Cc2ccccc2F)C1=O)NCCN1CCOCC1 as listed: 0.6	-2.4	0.5	0.1	-0.1	-42.3	-3.4	9.9
O=C(Nc1ccc(Cl)cc1)N1C[C@@H]2[C@H](c3ccccc31)[C@@H](CO)N2C(=O)c1cccnc1 as listed: 0.1	-0.7	-0.4	0.2	0.2	-11.3	-4.3	-23.1
Oc1[nH]c2ccccc2c1N=Nc1ccccn1 as listed: x	-0.7	-1.3	0.0	-0.3	-14.2	-4.1	0.2
CC(=O)N=Cc1c(C)c(C#N)c(=O)n(C)c1O as listed: x	31.0	-1.2	0.1	x	-74.1	8.4	-1.6

Following part
nr | Structure | RAD54 inh | Casp6 inh | CFTR F508del cor | XiGFP reactiv
33 | O=C(Cn1cccn1)c1ccccc1 | x | 0.3 | -0.5 | 0.0
34 | CCN(/N=C/c1ccc(Cl)cc1)c1cc(=O)n(C)c(=O)[nH]1 | x | 3.2 | x | 0.4
35 | O=C(CCN1CCCCC1)NCC[C@H]1CC[C@@H](NC(=O)Cc2cccnc2)[C@@H](CO)O1 | 1.2 | x | 0.3 | 0.0
36 | CC(=O)N1Cc2cc(C(=O)NCc3cc(F)cc(F)c3)nc(-c3cccc(C4=CCCC4)c3)c2[C@H]1CCO | x | 1.4 | 5.6 | x
37 | CCCc1cc(=O)oc2cc(OCC(=O)NCCCN3CCCC3=O)ccc12 | -9.2 | 4.0 | 0.6 | 0.0
38 | COc1cccc(NC(=O)N2CC3(C2)[C@@H](c2ccccc2)[C@@H](CO)N3C(=O)C2CCC2)c1 | x | -0.6 | -1.2 | 0.1
39 | NC(=O)CC(NC(=O)Cc1ccc(Br)cc1)c1ccc(N2CCN(c3ccc(F)cc3)CC2)c([N+](=O)[O-])c1 (stereo not drawn) | -2.7 | x | -2.9 | 0.0
40 | CCCc1cc(=O)n2[nH]c(C)c(-c3ccc(Cl)cc3)c2n1 | -3.1 | -3.6 | -0.2 | 0.0

nr | E-selectin induc | RAD52 inh | DENV2 CPE rescue | GSIS activator
33 | 5.3 | -5.6 | x | 6.8
34 | x | 0.7 | -2.1 | 17.9
35 | -0.1 | -2.6 | 0.0 | 0.5
36 | x | -28.3 | -13.2 | x
37 | x | -12.7 | -0.3 | 2.9
38 | 0.2 | -24.9 | 8.8 | 1.1
39 | 0.5 | x | x | 14.3
40 | 0.0 | -17.0 | -7.2 | 43.7*

Carrying on.
nr | Structure | RAD54 inh | Casp6 inh | CFTR F508del cor | XiGFP reactiv
41 | COc1ccc(C2=CSC(/N=C/c3ccc(F)cc3)=NN2)cc1 | -6.4 | 1.1 | 2.2 | x
42 | COc1ccc(S(=O)(=O)Nc2cccc3c2O[C@H](CN(C)CC2CCCCC2)[C@H](C)CN([C@@H](C)CO)C3=O)cc1 | -16.7 | -4.9 | 1.9 | 0.2
43 | CC(C)(C)S(=O)N1Cc2cn(Cc3ccccc3)c(=O)cc2[C@H]1CCO (stereo partly drawn) | 1.4 | 11.0 | -1.4 | -0.2
44 | O=C(O)C[C@@H]1CC[C@H]2[C@@H](COC[C@H](O)CN2S(=O)(=O)c2ccc(F)cc2)O1 | 12.7 | 24.6 | -1.6 | 0.3
45 | O=C(c1ccccn1)N1CC(=O)N2[C@H](C1)[C@H](c1ccc(C#CC3CCCC3)cc1)[C@@H]2CO | x | 0.8 | 1.1 | 0.3

nr | E-selectin induc | RAD52 inh | DENV2 CPE rescue | GSIS activator
41 | x | -7.6 | -3.3 | 18.3
42 | -0.1 | 4.4 | -1.7 | -14.4
43 | x | -11.4 | 9.4 | 13.2
44 | 0.1 | 5.9 | 6.0 | 11.2
45 | -0.3 | 4.8 | -3.3 | -6.6
